# Source: PubChem BioAssay
# Pf apPOL block = Pf-apPOL inhibitors, biochemical, fluorescence; Plasmodium falciparum apicoplast DNA polymerase (apPOL); Recombinant Pf-apPOL, molecular beacon fluorescence, 1.5 h; inhibition, % at 10 µM; 0.25% of 210,000 active; AID 1794808, 2022
# mHTT-CaM PPI inh = mutant huntingtin-calmodulin interaction inhibitors – biochemical, AlphaScreen, primary screen | P42858 | AlphaScreen His-mHTT/GST-CaM binding, luminescence | 3.6% of 190,000 active | inhibition, % at 15 µM | AID 1671202, 2021;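 note: 0% = both proteins with DMSO and 100% = one protein alone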
# Target sequence (P42858 whole entry, looked up, stated change not applied): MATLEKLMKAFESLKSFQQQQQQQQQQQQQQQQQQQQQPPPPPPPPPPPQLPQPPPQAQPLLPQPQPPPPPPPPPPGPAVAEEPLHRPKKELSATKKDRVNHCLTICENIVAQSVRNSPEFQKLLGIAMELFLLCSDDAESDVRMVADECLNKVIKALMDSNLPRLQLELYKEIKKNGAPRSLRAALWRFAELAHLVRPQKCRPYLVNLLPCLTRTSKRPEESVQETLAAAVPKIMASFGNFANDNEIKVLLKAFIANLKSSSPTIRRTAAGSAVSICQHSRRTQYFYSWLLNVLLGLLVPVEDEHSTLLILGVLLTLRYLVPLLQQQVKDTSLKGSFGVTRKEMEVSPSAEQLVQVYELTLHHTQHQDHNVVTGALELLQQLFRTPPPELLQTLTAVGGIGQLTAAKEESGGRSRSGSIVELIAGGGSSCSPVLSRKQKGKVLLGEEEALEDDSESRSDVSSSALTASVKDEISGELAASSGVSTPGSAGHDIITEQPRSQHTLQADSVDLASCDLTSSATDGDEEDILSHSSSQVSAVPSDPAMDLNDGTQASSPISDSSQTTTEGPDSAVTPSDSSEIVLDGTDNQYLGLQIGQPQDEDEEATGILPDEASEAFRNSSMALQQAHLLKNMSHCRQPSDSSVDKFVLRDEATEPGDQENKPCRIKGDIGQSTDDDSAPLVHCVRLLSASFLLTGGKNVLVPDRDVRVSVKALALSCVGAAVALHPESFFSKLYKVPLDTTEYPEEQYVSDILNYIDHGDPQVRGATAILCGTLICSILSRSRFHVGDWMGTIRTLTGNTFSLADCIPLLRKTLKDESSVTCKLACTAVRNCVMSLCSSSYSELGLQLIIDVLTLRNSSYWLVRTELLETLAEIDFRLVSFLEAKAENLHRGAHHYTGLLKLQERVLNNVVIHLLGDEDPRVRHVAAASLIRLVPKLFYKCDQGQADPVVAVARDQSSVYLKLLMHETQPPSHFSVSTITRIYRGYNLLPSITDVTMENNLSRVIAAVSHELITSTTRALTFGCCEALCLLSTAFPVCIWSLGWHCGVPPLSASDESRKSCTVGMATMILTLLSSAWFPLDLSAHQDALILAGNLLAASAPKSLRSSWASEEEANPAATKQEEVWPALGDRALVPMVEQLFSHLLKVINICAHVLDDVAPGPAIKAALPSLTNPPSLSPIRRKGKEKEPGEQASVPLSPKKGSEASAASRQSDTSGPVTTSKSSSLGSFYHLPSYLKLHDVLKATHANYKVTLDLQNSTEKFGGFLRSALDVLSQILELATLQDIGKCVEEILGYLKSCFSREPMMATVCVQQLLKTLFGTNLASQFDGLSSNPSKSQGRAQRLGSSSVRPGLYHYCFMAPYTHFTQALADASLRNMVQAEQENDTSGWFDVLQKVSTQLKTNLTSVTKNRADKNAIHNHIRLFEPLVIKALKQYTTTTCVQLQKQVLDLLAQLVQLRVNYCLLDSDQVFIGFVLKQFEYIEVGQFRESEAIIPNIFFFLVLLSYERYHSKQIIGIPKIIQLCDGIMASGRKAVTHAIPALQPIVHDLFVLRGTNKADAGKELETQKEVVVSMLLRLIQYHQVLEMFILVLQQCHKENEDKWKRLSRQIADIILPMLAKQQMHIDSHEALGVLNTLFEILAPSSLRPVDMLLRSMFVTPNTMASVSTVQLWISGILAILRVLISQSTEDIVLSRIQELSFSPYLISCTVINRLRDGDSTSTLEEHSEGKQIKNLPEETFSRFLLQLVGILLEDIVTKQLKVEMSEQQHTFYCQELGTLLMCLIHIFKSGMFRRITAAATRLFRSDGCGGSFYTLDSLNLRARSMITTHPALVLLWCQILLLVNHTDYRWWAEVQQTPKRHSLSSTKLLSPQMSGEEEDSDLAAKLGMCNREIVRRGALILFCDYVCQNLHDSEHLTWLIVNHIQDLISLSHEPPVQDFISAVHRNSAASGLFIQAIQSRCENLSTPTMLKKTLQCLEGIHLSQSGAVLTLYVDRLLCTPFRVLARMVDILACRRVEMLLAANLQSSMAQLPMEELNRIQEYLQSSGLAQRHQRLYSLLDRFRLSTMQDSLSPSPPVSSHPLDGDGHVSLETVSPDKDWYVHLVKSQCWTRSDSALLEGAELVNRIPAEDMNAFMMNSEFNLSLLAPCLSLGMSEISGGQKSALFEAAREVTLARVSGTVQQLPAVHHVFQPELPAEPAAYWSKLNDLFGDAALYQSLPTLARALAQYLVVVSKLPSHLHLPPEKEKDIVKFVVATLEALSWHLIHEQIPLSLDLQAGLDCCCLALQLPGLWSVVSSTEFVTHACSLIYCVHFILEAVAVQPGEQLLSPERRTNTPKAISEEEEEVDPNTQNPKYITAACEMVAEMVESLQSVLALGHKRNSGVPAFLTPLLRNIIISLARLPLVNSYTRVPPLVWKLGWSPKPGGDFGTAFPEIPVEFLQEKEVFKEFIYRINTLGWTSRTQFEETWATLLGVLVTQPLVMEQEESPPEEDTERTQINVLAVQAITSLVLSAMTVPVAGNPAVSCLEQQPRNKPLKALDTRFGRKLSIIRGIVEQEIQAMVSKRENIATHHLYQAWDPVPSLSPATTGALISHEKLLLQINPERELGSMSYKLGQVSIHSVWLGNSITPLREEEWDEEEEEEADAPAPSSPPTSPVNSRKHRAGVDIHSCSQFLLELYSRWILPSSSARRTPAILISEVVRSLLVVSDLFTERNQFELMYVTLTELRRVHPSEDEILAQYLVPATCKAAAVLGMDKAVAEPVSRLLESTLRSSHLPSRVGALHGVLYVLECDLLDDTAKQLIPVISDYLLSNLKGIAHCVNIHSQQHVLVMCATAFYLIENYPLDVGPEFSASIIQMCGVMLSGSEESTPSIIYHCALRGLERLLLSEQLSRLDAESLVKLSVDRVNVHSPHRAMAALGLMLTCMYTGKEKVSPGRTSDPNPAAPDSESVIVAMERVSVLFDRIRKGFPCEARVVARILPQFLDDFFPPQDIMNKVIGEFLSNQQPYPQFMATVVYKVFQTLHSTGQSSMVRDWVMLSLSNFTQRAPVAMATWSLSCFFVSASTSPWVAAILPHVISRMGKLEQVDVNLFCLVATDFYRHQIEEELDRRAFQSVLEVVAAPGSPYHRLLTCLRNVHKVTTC
# Starred values were filed as active, the others as inactive; i = inactive; x = not tested or not shown; & = joins results of further samples; ! = a repeat was not active. Cut-off read from the data, not from the text of the source: active = inhibition above about 50%; inactive = the rest. Rows are unselected; any-hit rate near 3.5%.
# Results follow in this order: mHTT-CaM PPI inh | Pf apPOL block
- O=C(O)c1cnc2ccccc2n1
  -2.1 | 0.7
- CCCN1C(=O)c2ccccc2NC1c1ccc(OC)cc1 (stereo not drawn)
  -4.0 | -8.0
- CCN(CC)c1ncnc2c1nnn2Cc1ccccc1
  x | -9.4
- c1ccc2c(NC3CC3)nc(N3CCCC3)nc2c1
  1.3 | -5.5
- COc1ccc(N2CC(c3nnc(NC(=O)COc4ccc(F)cc4)o3)CC2=O)cc1 (stereo not drawn)
  18.7 | 1.7
- COc1ccc(OC)c(/C=C2N=C(/C=C/c3ccc(Cl)cc3)OC/2=O)c1
  0.0 | -5.7
- c1ccc2sc(C34CC5CC(CC(C5)C3)C4)nc2c1
  -37.3 | 4.3
- CC(C)Oc1ccc(C(=O)Nc2c3c(nn2-c2ccc(Cl)cc2)CSC3)cc1
  24.0 | -1.7
- CCN(CC)S(=O)(=O)c1ccc(C(=O)N=c2sc3ccccc3n2C)cc1
  3.0 | -2.0
- Clc1ccc2c(c1)-c1c(cnc3ccc(Cl)cc13)CO2
  x | 1.6
- CCN1CCN(C(=O)C2CCc3nc(N4CCN(C(=O)C5CCC5)CC4)sc3C2)CC1 (stereo not drawn)
  8.1 | -3.7
- COc1ccccc1-c1nc2ccc(C)cn2c1NC(=O)CC(C)(C)C
  -2.4 | 4.2
- COc1ccc(C2=NN(CC(=O)NCc3ccccc3Cl)C(=O)CC2)cc1
  0.0 | -16.9
- CCOCC(=O)N1CCCC(c2ccnc(Nc3ccc(C)cc3)n2)C1 (stereo not drawn)
  38.0 | -3.2
- N#CCSc1nc(C2CC2)cc(-c2ccc(F)cc2)c1C(N)=O
  4.0 | -0.1
- Cc1sc2ncnc(N3CCN(c4ccccc4F)CC3)c2c1C
  1.8 | 2.2
- COc1ccc(S(=O)(=O)N2CCN(C)C(c3ccccc3)C2)cc1 (stereo not drawn)
  1.5 | 2.0
- Cc1cccc(-c2ncccc2CNC(=O)c2ccc3c(c2)OCO3)c1
  5.5 | 1.0
- Clc1ccc(-n2cccc2)nc1
  -3.5 | x
- CC(C)(C)c1ccc(CNC(=O)c2ccc(=O)[nH]c2)cc1
  1.1 | 5.3
- O=C(Nc1ccccc1)C1CC(=O)N(c2ccccc2)C1 (stereo not drawn)
  -4.4 | -23.4
- O=[N+]([O-])c1cccnc1ON=C(c1cccs1)c1cccs1
  x | 4.7
- Cc1ccc(S(=O)(=O)COCCN2CCN(S(=O)(=O)c3ccc(C)cc3)CCC2=O)cc1
  -1.9 | -11.5
- CCN1CCN(C(=O)c2ccc3c(c2)NC(=O)C(N2CCOCC2)S3)CC1 (stereo not drawn)
  -1.0 | -17.7
- CCOC(=O)N1CCN(c2nnnc3c2cnn3-c2ccccc2)CC1
  -3.2 | -5.1
- CC(C)(C)n1nc2c(c1NC(=O)c1ccc(Br)cc1)CS(=O)C2 (stereo not drawn)
  0.0 | -4.9
- Cc1cccc(-n2nc(C(C)C)c(C(=O)NC(C)C)c2C(C)C)c1
  5.0 | -0.6
- CN1CCN(C2=NC(=O)/C(=C/c3ccc(Br)cc3)S2)CC1
  13.0 | -3.1
- Fc1ccc(-c2nnn(Cc3ccc(Cl)c(Cl)c3)n2)cc1
  -26.0 | 1.3
- O=C(NN=Cc1ccc(Cl)cc1)c1cc(=O)nc2sccn12
  x | -6.9

# The final 5 compounds of the part before are carried over, then new ones follow:
# Results follow in this order: mHTT-CaM PPI inh | Pf apPOL block
- CC(C)(C)n1nc2c(c1NC(=O)c1ccc(Br)cc1)CS(=O)C2 (stereo not drawn)
  0.0 | -4.9
- Cc1cccc(-n2nc(C(C)C)c(C(=O)NC(C)C)c2C(C)C)c1
  5.0 | -0.6
- CN1CCN(C2=NC(=O)/C(=C/c3ccc(Br)cc3)S2)CC1
  13.0 | -3.1
- Fc1ccc(-c2nnn(Cc3ccc(Cl)c(Cl)c3)n2)cc1
  -26.0 | 1.3
- O=C(NN=Cc1ccc(Cl)cc1)c1cc(=O)nc2sccn12
  x | -6.9
- COc1ccc(C2SCCN2S(=O)(=O)c2cccc(C)c2)cc1OC (stereo not drawn)
  0.0 | 5.6
- CCCNc1cc(N2CCC(CCC(=O)N3CCN(c4ncccn4)CC3)CC2)ncn1
  6.4 | -9.4
- Cc1noc(-c2cccc(F)c2)c1C(=O)NCc1cccc2cccnc12
  -4.9 | -3.2
- CCN1CCCCC1CNC(=O)Cn1ccc2ccccc2c1=O (stereo not drawn)
  4.0 | -4.7
- O=C(O)CCC1NC(=O)N(C2CCCCC2)C1=O (stereo not drawn)
  -1.9 | x
- O=C(Nc1ccc(SC(F)F)cc1)c1ccc(Cl)c([N+](=O)[O-])c1
  22.0 | -3.2
- O=C(c1ccn2c(-c3ccccc3Br)nnc2c1)N1CCCC1
  -1.8 | -7.4
- COc1cc(Cl)c(C)cc1NC(=O)Cc1c(C(=O)O)[nH]c2ccc(Cl)cc12
  47.0 | 1.3
- c1ccc(C2C3CCc4ccccc4C3=NN2c2ccccc2)cc1 (stereo not drawn)
  x | 2.3
- COc1ccc(NC(=O)c2cc3nc(-c4ccccc4)cc(C)n3n2)c(OC)c1
  12.0&3.1 | 2.4&-14.3
- OCCN=c1scc(-c2ccc(Br)cc2)n1-c1ccccc1
  60.0* | -0.8
- CCCc1c(C(=O)N(Cc2ccccc2)Cc2cccs2)cnn1-c1ccccc1
  x | -5.8
- COc1ccc(-c2cc(C(F)(F)F)n3ncc(C(=O)Nc4ccc(C#N)cc4)c3n2)cc1OC
  3.0 | -1.5
- C#CCOCC1CCN(C(=O)Cc2noc3ccccc23)CC1
  20.4 | -1.6
- Cc1ccc(-n2cc(C(=O)N3CCN(Cc4ccccc4)CC3)nn2)cc1C
  0.8 | 0.8

# Next part (4 carried over from the part before).
# Results follow in this order: mHTT-CaM PPI inh | Pf apPOL block
- CCCc1c(C(=O)N(Cc2ccccc2)Cc2cccs2)cnn1-c1ccccc1
  x | -5.8
- COc1ccc(-c2cc(C(F)(F)F)n3ncc(C(=O)Nc4ccc(C#N)cc4)c3n2)cc1OC
  3.0 | -1.5
- C#CCOCC1CCN(C(=O)Cc2noc3ccccc23)CC1
  20.4 | -1.6
- Cc1ccc(-n2cc(C(=O)N3CCN(Cc4ccccc4)CC3)nn2)cc1C
  0.8 | 0.8
- CCCN1C(c2cccc(C)c2)=NS(=O)(=O)c2cc(NC(C)=O)ccc21
  10.4 | -3.2
- COc1ccc(OC)c(C2C(C(=O)Nc3ccc(C)cc3)=C(C)Nc3ncnn32)c1 (stereo not drawn)
  21.0 | -4.5
- COc1ccc(OCC(=O)N2CCCC(C)(C(=O)NCc3ccccc3)C2)cc1 (stereo not drawn)
  -7.1 | -3.2
- FC(F)(F)c1cc(-c2cccs2)nc(N2CCCC2)n1
  -141.0 | 5.3
- COc1ccccc1-c1coc2cc(OCC(=O)c3ccc(Br)cc3)ccc2c1=O
  0.9 | -41.5
- COc1cccc(C(=O)N2CCC(c3nc(-c4ccc(NC(C)=O)cc4)no3)CC2)c1
  -1.4 | -5.1
- Cc1csc(C(=O)NCC2CCN(C(=O)c3ccccc3F)CC2)c1
  -4.6 | -1.1
- COc1ccc(CCN2C(=O)CCC2(C)C(=O)NC2CCCCC2)cc1OC (stereo not drawn)
  4.0 | -1.0
- CC1Oc2ccccc2C2CC(c3ccccc3)=NN12 (stereo not drawn)
  24.0 | -2.2
- CC(=O)N1CC2(C)CN(C(C)=O)CC(C)(C1)C2O (stereo not drawn)
  -3.0 | 1.4
- COc1ccccc1-c1cc(C(F)(F)F)nc(SC2CC(=O)C3OCC2O3)n1 (stereo not drawn)
  20.0 | -0.1
- Cc1ccccc1C(=O)O/N=C(\N)c1ccncc1
  i | -2.1
- Cc1cccc(-c2nnc(SCC(=O)O)n2-c2ccccc2)c1
  3.1 | -13.1
- COc1cc(OC)cc(C(=O)N2CCCC(c3ccnc(Nc4ccccc4F)n3)C2)c1 (stereo not drawn)
  49.2 | -1.8
- CN(C)C(=O)Cc1ccc(NC(=O)c2ccc(C#N)cc2)cc1
  -7.9 | -7.9
- O=C(Cc1ccc(NC(=O)C2(c3ccccc3)CCOCC2)cc1)NC1CC1
  1.8 | -4.9
- C=C(C)COc1ccc2c(=O)c(-c3ccc(Br)cc3)c(C)oc2c1
  -9.5 | -12.5
- Cc1cc(C)n(-c2nc(N3CCOCC3)nc(C)c2[N+](=O)[O-])n1
  -1.0&0.9 | 68.9*!
- COc1ccc(S(=O)(=O)Nc2ccccc2C(=O)NCc2ccccc2)cc1
  -6.4 | -1.4
- COc1ccc(N(CC(=O)NC2CCCC2)S(=O)(=O)c2ccc(C)c([N+](=O)[O-])c2)cc1
  -1.4 | 0.9
- O=C(CSc1nnc2ccc(-c3cccc([N+](=O)[O-])c3)nn12)NCc1ccco1
  11.1 | 3.9
- O=C(c1cc(F)cc(F)c1)N1CCCC(c2ccnc(-c3cccc(F)c3)n2)C1 (stereo not drawn)
  -6.5 | -2.1
- O=C(CN(C1CCCCC1)S(=O)(=O)c1ccc(Cl)cc1)NCc1ccncc1
  7.9 | 2.9
- Cc1cc(C)cc(NC(=O)N2CCC(n3c(-c4ccco4)nc4cccnc43)C2)c1 (stereo not drawn)
  36.1 | -2.1
- Cn1c(Nc2cccc(Cl)c2)cc(=O)n(C)c1=O
  -7.0 | -5.2
- CC(=O)Nc1nc(-c2ccc(Cl)cc2)cs1
  -0.5 | -2.0
- O=C(O)c1cc(-c2ccccn2)nc2ccc(Br)cc12
  0.0&-1.0 | -3.7&-10.1
- Nc1c2c(-c3ccc(F)cc3)nc(N3CCCC3)nc2nn1-c1ccc(F)cc1
  33.0 | -5.3
- O=C1CCC[C@H]2C[C@H](NCc3cccc(F)c3)CC[C@]23CCCN13
  -1.6 | 0.5
- COc1cc(C)c(CN2CCC(O)CC2)cc1C
  3.3 | -8.4
- CC(C(=O)NCc1ccco1)n1nc(-c2ccc(F)cc2)ccc1=O (stereo not drawn)
  -20.4 | -15.5
- CCc1cc(C2CCCN2C(=O)Cc2c(F)cccc2Cl)on1 (stereo not drawn)
  2.2 | -3.3
- O=C(c1ccoc1)N1CCC(CCOc2cccc(F)c2)CC1
  4.2 | -2.7
- O=C(NCCCNC(=O)c1cncc(Br)c1)c1cncc(Br)c1
  -3.0 | 2.7
- O=C(NCC1(O)CCc2ccccc21)C(=O)Nc1ccc2c(c1)OCCO2 (stereo not drawn)
  -8.8 | -2.9
- COc1ccc(CNC(=O)C2CCN(C(=O)Cc3ccccc3)CC2)cc1
  2.9 | -1.9
- O=C(NC1CCCCC1)N1CCN(c2ccccc2F)CC1
  0.3 | -7.3
- CC1CCN(C(=O)c2csc(N3CCN(c4ccccc4F)CC3)n2)CC1
  17.5 | -2.1
- O=C1OC(C(=O)Nc2ccc(F)cc2)Cc2ccc(Cl)cc21 (stereo not drawn)
  -8.7 | -12.8
- Cc1ccccc1NC(=O)NCc1ccsc1
  -8.6 | -1.8
- COc1cccc(CNC(=O)C2(C)CCCN(C(=O)c3ccccc3F)C2)c1 (stereo not drawn)
  -5.8 | -2.1
- COc1cc(NC(=O)CCCn2cnc([N+](=O)[O-])n2)c(OC)cc1Cl
  3.0 | -2.7
- CCC(=O)N1CCCN(C2=NS(=O)(=O)C(c3ccc(C)cc3)=C2C)CC1
  2.3 | -0.7
- COC(=O)c1[nH]c2c(c1C)C(=O)CC(C)(C)C2
  2.7 | x
- Cc1ccnc(N/C=C(\C#N)c2nc(-c3cccc(Br)c3)cs2)c1
  -2.9 | 3.5
- CC1CN(C(=O)c2cccs2)CCN1C(=O)c1cccs1 (stereo not drawn)
  -2.7 | -4.2
- OC(c1ccccn1)C1CCN(Cc2c[nH]c3ccccc23)CC1 (stereo not drawn)
  -0.5 | -3.2
- Cc1ccc(C)c(S(=O)(=O)N2CCCC2CNC(=O)C(=O)Nc2ccccc2Cl)c1 (stereo not drawn)
  8.6 | 1.2
- CCCNC(=O)c1cncc(-c2ccccc2Cl)c1
  -10.6 | 3.0
- Cc1cc(C)c2oc(-c3ccc(C)c(NC(=O)c4cccs4)c3)nc2c1
  5.3 | 0.7
- O=C(CSc1nnnn1-c1ccc2c(c1)OCO2)N1CCOCC1
  4.0 | -2.8
- Cc1ccc(C)n1-c1cccc(C(=O)O)c1
  0.7 | -0.4
- COC(=O)c1sccc1S(=O)(=O)NCC1(c2cccs2)CCOCC1
  -4.9 | 7.7
- C=CCn1c(SCC(=O)Nc2ccc(Br)cc2)nnc1-c1ccc(OC)cc1
  1.0 | -5.2
- C=CCN(CC#CC(O)(c1ccccc1)c1ccccc1)CC=C
  -5.4 | 1.6
- O=C(NCc1cccnc1-c1ccccc1)c1cc(F)cc(F)c1
  3.6 | -8.6
- COc1ccc(-c2cc(N3CCN(S(=O)(=O)c4ccccc4Cl)CC3)ncn2)cc1
  -1.4 | -6.1
- CCN(CC)C(=O)c1ccc(-n2cc(CNC(=O)C3CC3)cn2)cc1
  -2.9 | -3.1
- N/N=C1\CCCc2c1[nH]c1ccc(C(F)(F)F)cc21
  i | x
- COc1ccc(C2N(C(=O)c3ccccc3)CCN2S(=O)(=O)c2ccc(C)cc2)cc1 (stereo not drawn)
  6.0 | 5.1

# (continued)
# Results follow in this order: mHTT-CaM PPI inh | Pf apPOL block
- CC(=O)c1cc2cc(Cl)ccc2o1
  x | 1.7&-2.9
- CCN1C(=C2C(=O)c3ccccc3C2=O)C=Cc2ccccc21
  5.5 | -0.8
- COc1ccc(C2=NOC(CN(C)C(=O)C(C)C)C2)cc1 (stereo not drawn)
  5.3 | -7.2
- CCC(=O)N1CCCC(COc2ccc(C(=O)N3CCCC3)cc2)C1 (stereo not drawn)
  9.1 | -0.2
- COc1ccc(CC(=O)N(C)C2CCN(c3nccnc3OC)C2)cc1 (stereo not drawn)
  10.8 | -3.1
- COC(=O)c1sccc1NC(=O)CC1C(=O)NCCN1C(=O)c1sc2ccccc2c1Cl (stereo not drawn)
  x | -8.4
- O=C(Nc1c(-c2ccccc2)nc2ccccn12)c1ccc(F)cc1
  10.0 | -0.9
- COCCCN1C(=O)c2ccc(C(=O)Nc3cc(Cl)ccc3OC)cc2C1=O
  5.1 | -3.0
